# HBB splice mod = modulators of hemoglobin beta chain splicing; 0.06% of 65,000 active; HBB splicing reporter cell assay, activation; EGFP reporter with mutant IVS2-654 intron; response scale: normalised to 500 nM splice-correcting PNA; Potency, µM (series often up to 46.1 µM), for inactives: at the top dose activation, actives largely listed as activators; note: potency is the fitted concentration of half-maximal effect; 0% is about no effect
#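 HeLa cells stably expressing EGFP interrupted by mutant beta-globin intron 2 (IVS2-654), 500/well in 2% FCS. Treated with compound for 2 days at 37C. Splicing correction scored as total well GFP intensity (488 nm excitation, 500-520 nm emission); 500 nM antisense PNA served as control.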
# Tau fil binding = tau filament binding | 2% of 71,000 active | Potency, µM (titrated, usually from 57.1 µM), for inactives: at the top dose activity change, negative = inhibition | recombinant tau filaments, thioflavin S fluorescence, 15 h; filaments grown with octadecylsulfate alongside compound;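 note: potency is the fitted concentration of half-maximal effect; % is set by controls: 0 for no effect and ±100 for the full control effect; actives lower thioflavin S fluorescence by blocking filaments or displacing dye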
# Target sequence (P10636 whole entry, looked up): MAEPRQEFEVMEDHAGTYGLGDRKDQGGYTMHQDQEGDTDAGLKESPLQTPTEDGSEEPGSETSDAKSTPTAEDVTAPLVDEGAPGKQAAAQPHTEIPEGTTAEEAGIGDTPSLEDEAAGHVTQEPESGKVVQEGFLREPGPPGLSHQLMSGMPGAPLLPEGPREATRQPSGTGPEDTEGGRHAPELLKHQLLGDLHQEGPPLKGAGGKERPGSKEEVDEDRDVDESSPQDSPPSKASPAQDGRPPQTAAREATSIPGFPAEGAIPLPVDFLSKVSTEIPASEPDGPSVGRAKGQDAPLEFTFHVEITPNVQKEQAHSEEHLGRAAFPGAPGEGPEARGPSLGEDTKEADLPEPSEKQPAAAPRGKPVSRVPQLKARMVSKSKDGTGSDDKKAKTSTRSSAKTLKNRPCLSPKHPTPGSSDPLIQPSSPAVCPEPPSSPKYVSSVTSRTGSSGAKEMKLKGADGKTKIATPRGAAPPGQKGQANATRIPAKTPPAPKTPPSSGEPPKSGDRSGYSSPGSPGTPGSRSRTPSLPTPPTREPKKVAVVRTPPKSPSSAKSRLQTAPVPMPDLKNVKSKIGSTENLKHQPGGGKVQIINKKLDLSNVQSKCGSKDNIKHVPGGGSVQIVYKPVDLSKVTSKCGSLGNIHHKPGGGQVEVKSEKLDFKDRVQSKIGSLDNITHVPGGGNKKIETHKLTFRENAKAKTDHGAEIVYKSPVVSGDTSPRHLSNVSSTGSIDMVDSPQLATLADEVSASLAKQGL
#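 Recombinant tau protein (human, 1 uM final) plus 30 uM ODS in HEPES pH 7.4 with NaCl, DTT and thioflavine S. Compound present from the start; fluorescence at 510 nm after 15 h, 37 C.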
# FLuc inh = firefly luciferase inhibition; P08659; purified firefly luciferase, luminescence, 8 min; Potency, µM (doses to about 57.1 µM), for inactives: top-dose activity change, negative = inhibition, hits mostly inhibitors; 2.2% of 72,000 active; AID 411; note: potency is the fitted concentration of half-maximal effect; % is set by controls: 0 for no effect and ±100 for the full control effect; nearly all actives have a fitted effect of over 40% in size
#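 Inhibition of light generation by firefly luciferase from ATP and luciferin was profiled with concentration-response curves per sample, ATP held at 10 uM within the enzyme's linear range. Plates were read by luminescence after an 8-minute ambient incubation.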
# DNA Pol III inh = blocks replication by bacterial DNA polymerase III holoenzyme; reconstituted DNA polymerase III holoenzyme replication, biochemical; 0.25% of 71,000 active; Potency, µM (series often up to 57.1 µM), for inactives: at the top dose activity change, negative = inhibition; note: potency is the fitted concentration of half-maximal effect; % is set by controls: 0 for no effect and ±100 for the full control effect
#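 Reconstituted *E. coli* holoenzyme (0.35 nM Pol III, 1 nM beta, 154 nM SSB, 2 nM primase) was preincubated with compound for 15 min at RT. Synthesis on 1.4 nM ssM13Gori ran 35 min, then was stopped with PicoGreen/EDTA and read as dsDNA fluorescence.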
# HADH2 inh = HADH2 (human) dehydrogenase inhibition; Q99714; recombinant HADH2, NADH fluorescence, beta-hydroxybutyryl-CoA; Potency, µM (series often up to 57.1 µM), for the others: at the highest dose activity change, negative = inhibition, actives largely listed as inhibitors; 3.4% of 73,000 active; AID 886; note: potency is the fitted concentration of half-maximal effect; % is set by controls: 0 for no effect and ±100 for the full control effect; nearly all actives have a fitted effect of over 60% in size; many of its hits are not listed in these tables
# Target sequence (Q99714 whole entry, looked up, one chain of several): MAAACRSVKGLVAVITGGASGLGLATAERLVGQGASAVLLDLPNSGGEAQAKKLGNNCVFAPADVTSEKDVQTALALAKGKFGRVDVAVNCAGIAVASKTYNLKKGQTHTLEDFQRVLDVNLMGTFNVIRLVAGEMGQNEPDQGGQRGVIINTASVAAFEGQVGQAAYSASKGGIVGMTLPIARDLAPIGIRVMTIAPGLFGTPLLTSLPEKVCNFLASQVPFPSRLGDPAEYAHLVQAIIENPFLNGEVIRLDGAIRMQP
#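 NADH fluorescence (ex 360/em 450 nm) read every 30 s for 4 min; activity taken as last-minus-first time point difference. Enzyme 20 nM, NAD+ 1 mM, beta-hydroxybutyryl-CoA 90 uM, pH 9.0 Tris buffer.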
# Rhodamine autofl = rhodamine region autofluorescence. AID 594. Rhodamine-region fluorescence, 547/598 nm, Tris buffer; stronger effect = higher value. max dye-equivalent concentration, M. 0.05% of 59,000 active; in the data active = max dye-equivalent concentration above about 11 nM; inconclusive = between about 1.1 nM and that limit
#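 A six-point rhodamine series on each plate calibrates the signal. Compounds sit in 100 mM Tris (pH 8.0) for 15 min at ambient temperature before imaging through 547 nm/598 nm filters.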
# ERK AVP inh = vasopressin-driven ERK pathway inhibition | HEK293-V1b, vasopressin-stimulated pERK AlphaScreen | Potency, µM (top dose mostly 57.5 µM), for inactives: at the top dose activity, negative = inhibition, usual class: inhibitors | 0.99% of 72,000 active | AID 995; note: potency is the fitted concentration of half-maximal effect; % is set by controls: 0 for no effect and ±100 for the full control effect; nearly all actives have a fitted effect of over 55% in size
#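 Overnight-seeded V1b-HEK293 cells in 1% FBS got compound, then vasopressin (25 nM final, 5 min, 37C), then lysis buffer. AlphaScreen detection of phospho-ERK; activity normalized to basal and full-stimulation controls.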
# ALOX15 inhib = inhibitors of human 15-lipoxygenase (ALOX15); P16050; purified 15hLO-1, xylenol orange hydroperoxide absorbance; Potency, µM (series often up to 57.1 µM), for inactives: at the top dose activity change, negative = inhibition, actives largely listed as inhibitors; 1.4% of 74,000 active; note: potency is the fitted concentration of half-maximal effect; % is set by controls: 0 for no effect and ±100 for the full control effect; nearly all actives have a fitted effect of over 55% in size
#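 Purified human 15hLO-1 (40 nM) in 25 mM Hepes pH 7.5, 0.01% Triton X-100, preincubated 15 min RT with compound, then 50 uM arachidonic acid for 6 min. Hydroperoxide read by ferrous/xylenol orange, 30 min; 573/405 nm absorbance ratio gave progress.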
# Hsp90 Hop PPI = changes Hsp90-Hop TPR2A binding signal, up or down; AlphaScreen TPR2A-His6 binding biotin-Hsp90 C-terminal peptide; AID 595; Potency, µM (doses to about 57 µM), inactives show at the top dose activity change, negative = inhibition; 0.44% of 71,000 active; active = well fitted curve in either direction with a large enough effect; inconclusive = small, poorly fitted or top-dose-only effect, or another doubt; note: potency is the fitted concentration of half-maximal effect; % is set by controls: 0 for no effect and ±100 for the full control effect; many of its hits are not listed in these tables
# CRE-bla Fsk = modulators of forskolin-stimulated CRE signaling in CHO cells. CHO CRE-bla reporter (cAMP response element driving beta-lactamase), forskolin EC10, beta-lactamase ratio. Potency, µM (doses to about 38.2 µM), inactives show top-dose activity change, negative = inhibition, most hits filed as activators. 2.5% of 71,000 active. AID 662; active = well fitted activation curve with a large enough effect in the signal ratio, with a control signal flat, not every such curve was filed as active; inconclusive = small, poorly fitted or top-dose-only effect, or effect the other way, or a change in a side signal; the % refers to the signal ratio; note: potency is the fitted concentration of half-maximal effect; % of control where 0% means no effect
#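 Forskolin analogue NKH 477 at EC10 stimulated CRE-driven beta-lactamase in CHO cells alongside compound dilution series. Beta-lactamase was measured with CCF4, excitation 405 nm, emission ratio 460/530 nm.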
# Texas Red fluor = compounds fluorescent in Texas Red spectral region; Compound fluorescence, Texas Red channel, 547/618 nm; stronger effect = higher value; max dye-equivalent concentration, M; 0.06% of 59,000 active; AID 587; in the data active = max dye-equivalent concentration above about 10 nM; inconclusive = between about 1.1 nM and that limit
#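 Fluorescence at ex 547/em 618 nm, normalized against an on-plate Texas Red standard series to give dye-equivalent concentration per compound concentration. Buffer 100 mM Tris, pH 8.0; 15 min RT incubation before CCD imaging.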
# Active calls of the source: *; i = inactive; ? = inconclusive; nt = not tested or not shown; [ ] = remark or other dose. Unless noted, calls come from the whole dose curve; as a rule, active = well fitted curve in the direction sought with a large enough effect; inconclusive = small, poorly fitted or top-dose-only effect, or another doubt; inactive = no such curve, though single readings can be large; an effect the other way counts as inactive or inconclusive.
# Second line of a record – HBB splice mod	Tau fil binding	FLuc inh	DNA Pol III inh	HADH2 inh	Rhodamine autofl	ERK AVP inh	ALOX15 inhib	Hsp90 Hop PPI	CRE-bla Fsk	Texas Red fluor
Cc1ccc(Cn2ccc(NC(=O)c3cc(-c4cccc(Cl)c4)on3)n2)cc1
→ -1.5%	79.4%	2.7%	3.8%	26.3%	i	-22.1%	-10.2%	5.1%	22.3%	i
O=c1c2cnn(-c3ccccc3)c2ncn1Cc1ccccc1
→ -0.1%	36.4%	-0.7%	1.7%	6.2%	i	-0.4%	2.3%	-2.3%	14.7%	i
COc1ccc(OC)c(NC(=O)CSc2nnc(CNc3ccc(F)cc3)o2)c1
→ nt	-0.3%	-1.5%	5.3%	9.5%	i	-28.7%	2.4%	-4.3%	1.8%	i
O=C(O)C1C2C=CC(C2)C1C(=O)NCCc1ccncc1 (stereo not given)
→ -0.1%	0.1%	0.3%	?	0.0%	i	-20.3%	8.3%	-1.4%	-4.5%	i
O=C(CN1C(=O)C2C3C=CC(C3)C2C1=O)N1CC(=O)N(CCc2ccccc2)C(=O)C1 (stereo not given)
→ -1.0%	1.4%	0.5%	-1.1%	2.6%	i	3.0%	7.4%	-4.7%	?	i
O=C(O)CCN1C(=O)C(=C2CCCCCC2)SC1=S
→ 0.0%[0.369 µM]	4.3%	4.6%	-5.0%	?	i	-19.5%	-15.2%	-2.5%	?	i
COc1cc(NC(=O)c2ccco2)c(OC)cc1NC(=O)CCC(=O)Nc1cc(C)ccc1C
→ 5.3%[57.5 µM]	44.4%	2.5%	-0.3%	36.8%[activator]	i	-22.6%	-19.0%	-1.0%	7.8%	i
Cc1ccc(-c2nnc(N3CCOCC3)c3ccccc23)cc1S(=O)(=O)NCC1CCCO1 (stereo not given)
→ -0.3%[9.22 µM]	-8.4%	-0.1%	1.9%	-10.5%	nt	-7.3%	-3.9%	-1.9%	3.16µM*	nt
COc1ccc(-c2nc3ccccc3c(=O)n2CCCN2CCOCC2)cc1
→ -1.5%	-3.8%	-1.0%	-0.5%	5.1%	i	-14.1%	5.9%	-0.5%	?	?
CCc1nnc(NC(=O)CSc2nnc(Cc3ccccc3)n2Cc2ccccc2)s1
→ 2.1%[57.5 µM]	1.3%	0.3%	1.1%	2.8%	i	?	0.5%	-3.2%	1.5%	i
COc1ccc(-n2c(SCC(=O)Nc3ccc4c(c3)OCO4)nc3ccccc3c2=O)cc1
→ 1.9%[57.5 µM]	29.9%	1.0%	-2.3%	9.6%	i	-9.3%	-6.3%	-9.5%	-1.7%	i
COc1ccc(C(=O)N2CCC[C@@]3(CCN(Cc4cc(C(F)(F)F)cc(C(F)(F)F)c4)C3)C2)cc1
→ 0.7%	31.0%	0.7%[11.4 µM]	7.9%	5.3%	i	1.0%	-11.8%	-1.1%	-0.3%	i
CCS(=O)(=O)N1CCN(S(=O)(=O)c2ccc(F)cc2)CC1
→ -2.6%	2.9%	-0.4%	-4.6%	5.5%	i	-3.1%	7.4%	-0.9%	-5.8%	i
CC1(C)Cn2c(nnc2-c2cccc(O)c2)S1
→ -0.8%[57.5 µM]	-2.4%	-2.2%	0.6%	4.0%	i	-2.7%	-10.3%	-4.8%	3.2%	i
O=C1Nc2ccccc2SC(c2ccccc2)C1O (stereo not given)
→ 1.0%	?	0.6%	-7.9%	?	i	-18.8%	?	-9.2%	?	i

# 3 of the compounds above, as comma-separated lines.
smiles,HBB splice mod,Tau fil binding,FLuc inh,DNA Pol III inh,HADH2 inh,Rhodamine autofl,ERK AVP inh,ALOX15 inhib,Hsp90 Hop PPI,CRE-bla Fsk,Texas Red fluor
O=C(O)CCN1C(=O)C(=C2CCCCCC2)SC1=S,0.0%[0.369 µM],4.3%,4.6%,-5.0%,?,i,-19.5%,-15.2%,-2.5%,?,i
COc1cc(NC(=O)c2ccco2)c(OC)cc1NC(=O)CCC(=O)Nc1cc(C)ccc1C,5.3%[57.5 µM],44.4%,2.5%,-0.3%,36.8%[activator],i,-22.6%,-19.0%,-1.0%,7.8%,i
Cc1ccc(-c2nnc(N3CCOCC3)c3ccccc23)cc1S(=O)(=O)NCC1CCCO1 (stereo not given),-0.3%[9.22 µM],-8.4%,-0.1%,1.9%,-10.5%,nt,-7.3%,-3.9%,-1.9%,3.16µM*,nt

# Continued.
# Second line of a record – HBB splice mod	Tau fil binding	FLuc inh	DNA Pol III inh	HADH2 inh	Rhodamine autofl	ERK AVP inh	ALOX15 inhib	Hsp90 Hop PPI	CRE-bla Fsk	Texas Red fluor
COCCCNC(=O)Cn1nnc(-c2ccc(NC(=O)c3ccccc3OC)cc2)n1
→ -4.3%	-2.6%	0.8%	-10.7%	-6.7%	i	10.2%	3.3%	-3.7%	10.7%	i
Cc1ccc(S(=O)(=O)N2CCOCC2)cc1C(=O)NCc1ccc(F)cc1
→ 0.0%[57.5 µM]	-4.2%	0.8%	2.6%	4.5%	i	4.2%	-2.0%	-2.1%	-4.8%	i
CCNc1nc(N2CCOCC2)nc(N(c2ccccc2)c2ccccc2)n1
→ nt	-9.3%	0.0%	-5.7%	16.1%	i	0.1%	-15.0%	-0.9%	?	i
O=C(Nc1ccccc1)c1ccccc1OCC(O)CN1C(=O)c2ccccc2S1(=O)=O (stereo not given)
→ nt	-7.6%	0.1%	3.8%	-5.0%	i	-20.1%	-15.3%	0.5%	-8.6%	i
NCCNC[C@H](O)CO
→ 5.0%[9.22 µM]	2.6%[11.4 µM]	0.6%[11.4 µM]	-8.6%[11.4 µM]	-7.8%[11.4 µM]	i	-17.0%[11.5 µM]	6.1%[11.4 µM]	-1.8%[11 µM]	-1.2%[7.6 µM]	i
C=CCn1cnc2c(c1=O)c1nc3ccccc3nc1n2-c1ccccc1
→ 0.0%[57.5 µM]	-11.0%	-3.7%	-0.9%	13.7%	i	3.3%	3.7%	-0.1%	25.7%	i
COc1ccc(-c2ccc(OC)cc2C(=O)O)cc1
→ -1.4%	5.7%	0.8%	1.9%	-0.6%	i	-12.2%	-0.8%	-2.7%	?	i
CCCc1nc2ccccc2c(C(=O)OCc2nnc(-c3cc(OC)c(OC)c(OC)c3)o2)c1CC
→ -1.9%	-10.1%	0.7%	-2.5%	11.0%	i	?	-13.8%	4.9%	0.501µM*	i
O=C(O)C(Cc1ccccc1)n1cnnn1 (stereo not given)
→ -1.8%[57.5 µM]	-10.9%	4.1%	-7.0%	4.6%	i	1.0%	-0.7%	-1.8%	0.4%	i
CC(=O)Nc1ccc(NC(=O)CN2CCCC(C)C2)c(Cl)c1 (stereo not given)
→ 2.5%	-2.7%	-1.1%	10.1%	5.4%	i	3.1%	7.4%	-2.8%	3.1%	i
Cc1ccc(NC(=O)CSc2nnc(Cn3c(=O)sc4ccccc43)n2C)cc1
→ -0.8%	54.1%	-0.9%	-3.9%	5.7%	nt	4.5%	0.9%	-4.8%[2.3 µM]	-9.6%	nt
Cc1ccc(C)c(NC(=O)C2CC(O)CN2C(=O)OC(C)(C)C)c1 (stereo not given)
→ -0.9%	3.4%	3.0%	-4.6%	7.4%	i	7.7%	-6.3%	4.7%	-4.1%	i
OC1CCCN(c2c3c(nc4cc(-c5cccc(Cl)c5)nn24)CCC3)C1 (stereo not given)
→ 1.8%	21.5%	-0.4%	-5.4%	?	i	?	-20.3%	-1.0%	?	?
O=C(C1CCN(S(=O)(=O)N2CCC3(CC2)OCCO3)CC1)N1CCOCC1
→ 2.5%	9.2%	1.7%	6.3%	0.8%	i	15.2%	7.0%	0.8%	?	i
CN1CCN(Cc2cc(COCc3ccccc3)c3cccnc3c2O)CC1
→ 0.5%	2.1%	6.5%	-5.8%	6.0%	i	-4.2%	45.0%[activator]	1.58µM*	1.7%	i
CC(C)(C)n1nnnc1C(c1cccc(C#N)c1)N1CCCc2ccccc21 (stereo not given)
→ nt	-4.4%	0.6%	0.8%	27.0%	i	13.9%	0.1%	-2.9%	-7.5%	i
CCCC(=O)C1=C(N(C)c2ccccc2)CC(C)(C)C(C(=O)OC)C1=O (stereo not given)
→ 0.9%	6.4%	0.1%	9.5%	-7.2%	nt	-2.4%	-0.4%	-3.9%	-2.6%	nt
CC[C@H]1NC(=O)c2cc(S(N)(=O)=O)c(Cl)cc2N1
→ -0.3%[20.6 µM]	-5.9%[25.6 µM]	-3.4%[25.5 µM]	-1.1%[25.6 µM]	-12.7%[25.6 µM]	i	11.9%[25.7 µM]	-2.9%[25.6 µM]	0.6%[26 µM]	-4.1%[17.1 µM]	i

# This is a subset (hit frequency here may not be typical).
